TEAD-YAP inh: TEAD-YAP interaction inhibition, primary screen, TEAD-YAP interaction inhibitor project, luminescence, HEK-TIYL cells. TEAD-Gal4/YAP UAS-luciferase luminescence. inhibition, % at 9.12 µM. 640,000 tested, 1.4% active. AID 1259422, 2018; in the data active = inhibition above about 32%;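 note: 0% = median of test compound wells and 100% = reference inhibitor wells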
MITF primary: MITF inhibitors, primary screen, biochemical, AlphaScreen, human; inhibition, % at 2.6 µM; Microphthalmia-associated transcription factor (Homo sapiens), O75030; AID 1259374, 2018; AlphaScreen MITF homodimerization, bead proximity signal; 650,000 tested, 0.91% active; in the data active = inhibition above about 50%;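 note: 0% = vehicle wells with protein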
Target sequence (O75030 whole entry, looked up): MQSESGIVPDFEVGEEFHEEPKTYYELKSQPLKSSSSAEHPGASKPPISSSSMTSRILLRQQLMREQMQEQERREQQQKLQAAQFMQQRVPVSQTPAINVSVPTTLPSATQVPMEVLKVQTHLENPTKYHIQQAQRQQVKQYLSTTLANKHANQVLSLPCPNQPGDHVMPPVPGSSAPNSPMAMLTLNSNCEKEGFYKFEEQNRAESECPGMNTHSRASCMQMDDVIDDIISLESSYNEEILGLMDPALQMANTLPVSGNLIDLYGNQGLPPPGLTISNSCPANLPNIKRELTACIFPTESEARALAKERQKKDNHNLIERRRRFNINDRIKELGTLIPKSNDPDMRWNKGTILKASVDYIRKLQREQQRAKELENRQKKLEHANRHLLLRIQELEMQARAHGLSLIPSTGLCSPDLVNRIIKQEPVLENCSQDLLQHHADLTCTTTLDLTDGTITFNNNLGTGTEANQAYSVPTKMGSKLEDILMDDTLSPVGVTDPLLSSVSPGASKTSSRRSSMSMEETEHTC
GPR151 activ: activators of human GPR151, primary screen, cell-based, PathHunter beta-arrestin, luminescence. G-protein coupled receptor 151 (Homo sapiens), Q8TDV0. PathHunter beta-arrestin GPR151 cells. activation, % at 11.2 µM. 650,000 tested, 1% active. AID 1508602, 2020; in the data active = activation above about 4.9%;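 note: 0% = median of compound wells and 100% = cells with positive control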
Target sequence (Q8TDV0 whole entry, looked up): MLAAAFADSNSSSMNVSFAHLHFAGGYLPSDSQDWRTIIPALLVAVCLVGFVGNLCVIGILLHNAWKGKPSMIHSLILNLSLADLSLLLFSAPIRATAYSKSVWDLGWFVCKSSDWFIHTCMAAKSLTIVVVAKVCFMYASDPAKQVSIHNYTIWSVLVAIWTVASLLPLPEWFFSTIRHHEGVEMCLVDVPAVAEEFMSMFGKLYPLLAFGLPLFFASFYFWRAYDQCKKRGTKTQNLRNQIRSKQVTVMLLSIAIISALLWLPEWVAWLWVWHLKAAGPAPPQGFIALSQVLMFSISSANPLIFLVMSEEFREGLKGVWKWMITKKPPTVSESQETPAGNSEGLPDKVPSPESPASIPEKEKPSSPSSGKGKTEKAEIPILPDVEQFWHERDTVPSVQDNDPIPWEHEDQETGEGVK
FBW7 activator: FBW7 E3 ligase activators, primary screen, biochemical, AlphaScreen, human | AlphaScreen FBW7–phospho-cyclin E peptide binding, activator screen | normalized activity (activation), % at 26.1 µM | 650,000 tested, 0.13% active | AID 1259310, 2017; in the data active = normalized activity above about 1.9%;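 note: purified mutant Fbw7 with reduced substrate affinity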
An asterisk follows results filed as active.

molecule,TEAD-YAP inh,MITF primary,GPR151 activ,FBW7 activator
CN(C)S(=O)(=O)c1ccc(C(=O)Oc2coc(CSc3nccn3C)cc2=O)cc1,-1,10,0.4,-0.1
CCCNc1nc(-c2ccc(N3CCOCC3)nc2)nc2c1ncn2CCN1CCCC1=O,-5,13,-0.1,0.1
C=CCNC(=O)Cn1nnc(-c2cccnc2)n1,0,10,-0.3,0.0
Cc1cc(/C=C2\Sc3ccccc3N2C)cc(C)[n+]1CCO,73*,12,2.7,-0.1
CC1(C)CC(=O)C(C=NCCN2CCNC2=O)=C(O)C1,6,3,0.6,-0.1
COc1ccc(Cl)cc1NC(=O)Cn1cc(OC)c(=O)cc1CO,-1,13,0.1,0.3
C=CCn1c(N)cc(=O)nc1SCC(=O)Nc1ccccc1C(N)=O,5,3,-0.4,0.0
N[C@H]1CC[C@@H](c2nc3ccc(-c4ccncc4)cc3[nH]2)C1,-37,14,0.0,0.6
COCCn1nnnc1C(c1cc2cc3c(cc2[nH]c1=O)OCO3)N1CCCC(C)C1 (stereo not drawn),-6,10,0.0,0.0
Cc1cc(NS(=O)(=O)c2ccc(NC(=O)CCc3ccccc3)cc2)nc(C)n1,-7,4,1.7,0.2
N#Cc1c(-c2ccncc2)cc(-c2ccc(Br)cc2)c(C#N)c1N,6,1,0.4,0.0
COc1ccc(C(=O)Nc2nc(-c3ccc(-c4ccccc4)cc3)cs2)c(OC)c1,-12,14,1.6,0.3
O=C(COc1ccc2ccccc2c1)Nc1ccc(-c2nc3ccccc3s2)cc1,-5,15,-2.1,0.1
CC1(Cc2ccc(F)cc2)C(=O)Nc2ccccc21 (stereo not drawn),13,11,0.1,0.3
CCc1ccccc1NC(=O)C(NS(=O)(=O)c1ccc2nc(C)sc2c1)C(C)C (stereo not drawn),-2,4,-0.6,-0.1
O=C(CN1CCN(c2ccc(F)cc2)CC1)Nc1ccc(OCc2ccccc2)cc1,11,7,0.4,-0.1
COc1ccc(S(=O)(=O)N2CCN(c3ccc(F)cc3)CC2)cc1,2,4,-0.7,-0.1
COc1ccc(-c2cnc(SCCNC(=O)Cc3ccccc3)[nH]2)cc1,-9,1,-0.8,0.8
CCN1CCCC1CNc1nncc(-c2cccc(C(F)(F)F)c2)n1 (stereo not drawn),8,7,-0.3,0.4
Cc1ccccc1-n1ncc2c(SCC(=O)N3CCCC3)ncnc21,-60,9,-0.3,-0.1
Cc1cc(C)n(C(=O)COc2ccc(Cl)cc2Br)n1,-6,-12,0.8,-0.1
O=[N+]([O-])c1ccc(Cl)cc1CN1CCOCC1,-3,-3,0.9,0.0
Cc1ccc(-n2cc(-c3ccccc3)c3c(NCCC4=CCCCC4)ncnc32)cc1,-7,12,-2.0,0.2
COc1ccc(C2=NN3C(C2)c2cc(OC)ccc2OC3c2ccc(OC)cc2)cc1 (stereo not drawn),15,6,-4.5,-0.1
COc1ccc(CN2CCN(Cc3cc(OC)c(OC)c(OC)c3)CC2)cc1,1,71*,2.0,0.0
CCc1nc(SCC(=O)Nc2c[nH]c(=O)[nH]c2=O)c2cnn(-c3ccccc3)c2n1,-7,-1,-0.7,0.0
Cn1c(SCC(=O)Nc2ccc3nc(SCC(=O)NC4CC4)sc3c2)nnc1-c1ccccc1,24,3,-1.3,0.1
CCOC(=O)N(NC1=NS(=O)(=O)c2ccccc21)S(=O)(=O)c1cccc2ccccc12,-4,-13,-0.1,0.0
CCOc1ccccc1/C=C1\NC(=S)NC1=O,-10,4,-1.3,0.1
COc1ccc(CCN=C(N)NS(=O)(=O)c2ccc(OC)c(OC)c2)cc1,6,-3,1.3,0.0
NS(=O)(=O)c1ccc(CCNC(=O)CSCc2ccccc2)cc1,10,14,-0.6,0.0
O=C(CN1C(=O)[C@H]2CCCN2C(=O)c2ccccc21)NCc1ccco1,-4,6,0.1,0.1
CC(c1ccccc1F)n1cc(C(=O)NCc2ccncc2)nn1 (stereo not drawn),3,-5,0.9,-0.2
CSc1ccc(C2NC(=S)NC(C)=C2C(=O)OC(C)C)cc1 (stereo not drawn),4,32,0.4,-0.2
COc1ccc2c(c1)SC(C)C(=O)N2Cc1ccc2c(c1)OCO2 (stereo not drawn),2,2,0.9,0.0
CC1=NN(c2ccc(C(=O)O)c(N)c2)C(=O)C1,-9,68*,2.3,-0.9
O=C(CCS(=O)(=O)c1cccs1)N1CCCCCC1,-44,1,-0.1,0.1
CC(C)Sc1nc2ccc(I)cc2c(=O)n1C,0,4,-0.1,0.0
O=C(NCC(c1ccco1)S(=O)(=O)c1ccc(F)cc1)c1ccc(F)cc1 (stereo not drawn),-6,1,-0.9,-0.2
CC1=C(C(=O)Nc2ccccc2Cl)C(c2ccccc2Cl)NC(=O)N1 (stereo not drawn),-7,-6,-0.2,0.0

Single records, from the list above. Order of screens: TEAD-YAP inh	MITF primary	GPR151 activ	FBW7 activator
O=C(CN1C(=O)[C@H]2CCCN2C(=O)c2ccccc21)NCc1ccco1 is entered as -4	6	0.1	0.1
CC1=NN(c2ccc(C(=O)O)c(N)c2)C(=O)C1 is entered as -9	68*	2.3	-0.9
COc1ccc(CCN=C(N)NS(=O)(=O)c2ccc(OC)c(OC)c2)cc1 is entered as 6	-3	1.3	0.0
CC(c1ccccc1F)n1cc(C(=O)NCc2ccncc2)nn1 (stereo not drawn) is entered as 3	-5	0.9	-0.2
Cn1c(SCC(=O)Nc2ccc3nc(SCC(=O)NC4CC4)sc3c2)nnc1-c1ccccc1 is entered as 24	3	-1.3	0.1

The results go on:
molecule,TEAD-YAP inh,MITF primary,GPR151 activ,FBW7 activator
O=C(c1ccccc1)c1cc(S(=O)(=O)C(F)(F)F)ccc1[N+](=O)[O-],1,5,2.4,0.0
COc1cc(C2C(C(N)=O)=C(C)Nc3nc(-c4ccc(O)cc4)nn32)cc(OC)c1OC (stereo not drawn),13,3,-0.7,0.0
CC(=O)Oc1ccc(C2Nc3ccc(C(C)=O)cc3C3C=CCC32)cc1 (stereo not drawn),4,12,-1.3,0.4
O=C(Cc1cccc(F)c1)Nc1cnn(-c2ccc(C(=O)NCc3ccon3)cc2)c1,10,12,-0.7,0.2
O=C1NCCN1c1ccc(CN2CCN(Cc3cccs3)C(CCO)C2)cc1 (stereo not drawn),3,1,-1.5,0.6
CCOc1ccc(S(=O)(=O)N2CCNCC2)cc1,3,0,0.8,0.1
COc1ccccc1N1CCN(C2CCCN(C(=O)c3nccc4ccccc34)C2)CC1 (stereo not drawn),7,10,0.4,0.1
CCOC(=O)C1CCCN(Cc2ccc(O)c(OC)c2)C1 (stereo not drawn),-5,29,-0.5,0.0
CC(C)CCNS(=O)(=O)c1ccc(Oc2ccc(S(=O)(=O)NCCC(C)C)cc2)cc1,33*,10,0.0,0.6
O=C(CCc1nnc(Cc2ccc3c(c2)OCO3)o1)NC1CCCCCC1,6,10,1.8,0.3
COc1ccc(S(=O)(=O)NCc2ccco2)c2ccccc12,-7,-11,0.7,-0.2
CCNC(=O)c1cnn(-c2ncc3c(n2)-c2cc(OC)ccc2CC3)c1C1CC1,-2,5,1.1,-0.2
CCc1c(C)sc2ncn(C3CCN(C(=O)c4c(C)cc(C)[nH]c4=O)CC3)c(=O)c12,6,4,0.0,0.0
C=CCOc1ccc(C2C3CN(C)CC=C3C(C#N)=C(N)C2(C#N)C#N)cc1OC (stereo not drawn),4,3,-1.1,0.4
O=C1/C(=C/c2ccc(-c3ccc(Cl)c(Cl)c3)o2)C=C(c2ccccc2)N1c1ccc(-c2ccccc2)cc1,-12,-2,1.4,-0.2
CCCCn1cc(C(=O)O)c2ccccc2c1=O,-3,9,-0.7,-0.3
CC1=C(C(=O)Nc2ccccc2)C(c2ccc(Br)cc2)NC(=O)N1 (stereo not drawn),2,13,-0.5,-0.1
COc1ccccc1/C=C/CN1CCNC(=O)C1CC(=O)N1CCCCCC1 (stereo not drawn),-4,-2,-0.3,-0.3
CC(C)N1CCCc2cc(C=O)ccc21,16,-2,-0.6,-0.1
Nc1ccc(C(=O)OCc2nc3cc4ccccc4cc3[nH]2)cc1,48*,-2,-1.5,0.4

Next part, starting with the last 2 of the part before.
molecule,TEAD-YAP inh,MITF primary,GPR151 activ,FBW7 activator
CC(C)N1CCCc2cc(C=O)ccc21,16,-2,-0.6,-0.1
Nc1ccc(C(=O)OCc2nc3cc4ccccc4cc3[nH]2)cc1,48*,-2,-1.5,0.4
Cc1ccc(CNC(=O)C2C3C=CC4(CN(Cc5ccccc5Cl)C(=O)C24)O3)cc1 (stereo not drawn),8,13,0.7,0.4
COc1ccc(Nc2nnc(SCC(=O)Nc3ccc(OC(F)F)cc3)s2)cc1,-25,-11,-0.7,0.0
CSc1cccc(NC(=O)Cn2ncc3c2-c2cc(C)ccc2OC3)c1,1,8,-0.5,-0.1
CC(=O)N1CCc2c(sc3nc(SC(C)C)n(-c4ccccc4)c(=O)c23)C1,8,8,-0.9,-0.1
Cc1ccc(C(=O)Nc2sc3c(c2C#N)CCC3)cc1S(=O)(=O)N1CCCCC1,12,19,-0.8,0.1
O=C(Cn1cnc2c(nnn2Cc2ccc(F)cc2)c1=O)NC1CCCC1,-1,2,-0.1,0.0
CCCOc1ccc(-c2nc3cc(Cl)ccc3c(=O)o2)cc1,-4,-12,-0.6,-0.1
COc1ccc(C(NC(=O)C2CCN(C(=O)N3CCOCC3)CC2)c2ccccn2)cc1 (stereo not drawn),6,9,0.1,0.1
Cc1cc(NC(=O)COC(=O)c2cccc(OCc3ccccc3)c2)no1,-12,3,-2.1,-0.1
CSc1ccccc1NC(=O)c1ccc(N2CC3CC(C2)c2cccc(=O)n2C3)c(NC(=O)Cc2c(F)cccc2Cl)c1 (stereo not drawn),-2,-3,1.7,0.0
CCOc1ccccc1Nc1cc(C)nc2ncnn12,-8,3,2.3,-0.1
Nc1ncnc2c1sc1nc(-c3ccccc3)ccc12,-27,-11,0.1,-0.1
C(=N\Nc1ccc2nn(-c3ccccc3)nc2c1)/c1ccoc1,2,11,-0.9,0.0
Nn1cnn2c(SCC(=O)Nc3cc(Cl)cc(Cl)c3)nnc12,1,-5,3.0,0.1
CC(C)=NNc1cc(C)nc(NN=C(C)C)n1,-30,13,2.4,-0.8
COC(=O)C1=Nc2ccccc2/C1=C\c1c(O)n(-c2ccccc2)c(=S)[nH]c1=O,2,-5,2.0,0.0
O=C1c2cc(N3CCC4(CC3)OCCO4)c([N+](=O)[O-])cc2C(=O)N1c1ccccc1,5,6,-0.8,0.0
O=C(Nc1ccc([N+](=O)[O-])cc1Cl)c1ccc(Br)o1,-13,2,-1.4,-0.1
CCOC(=O)c1cn[nH]c1S(=O)(=O)N1CCN(c2cc(C)ccc2C)CC1,-4,-5,0.7,-0.7
COc1ccc(OC)c(S(=O)(=O)N2CCN(c3cccc(Cl)c3)CC2)c1,6,7,-0.3,-0.2
CCc1ccc(-c2ccc(C(=O)Nc3ccc(C)cc3)cc2)nc1,-1,3,1.6,0.2
COc1ccc(C2SCC(C(=O)NCc3ccc(F)cc3)N2C(C)=O)cc1 (stereo not drawn),-1,-1,-0.3,0.0
S=c1nc(-c2ccccc2)n(Cc2ccccc2)c2c1CCCC2,6,8,-0.6,-0.1
COc1ccc(CC(=O)Nc2sc3c(c2C(=O)Nc2ccccc2Cl)CCCC3)cc1,7,14,1.1,0.1
CC1CCCCN1CCCNc1ccc(N2C(=O)C3CCCCC3C2=O)cc1[N+](=O)[O-] (stereo not drawn),10,15,1.8,0.3
Cc1ccc(C2CC(C(F)(F)F)n3ncc(C(=O)Nc4ccccc4C)c3N2)cc1 (stereo not drawn),-2,8,-0.2,0.0
Nc1ncnc(N/N=C/c2cn(-c3ccccc3)nc2-c2cccnc2)c1[N+](=O)[O-],-35,5,2.4,0.3
Cc1cc2nc(C3CCN(CC(=O)Nc4ccccc4[N+](=O)[O-])CC3)[nH]c2cc1C,-2,19,-0.6,0.0
O=C(CSc1ccccn1)Nc1ccc(Br)cn1,-12,-4,-1.0,-0.1
COc1ccccc1CCNC(=O)c1ccc(-c2cn[nH]c2)cc1OC,-14,22,-1.4,0.3
COc1ccccc1-c1cc(C(=O)N2CCN(C3CCCCC3)CC2)[nH]n1,3,1,1.8,-0.1
Cc1cc(OCC(=O)Nc2cccc([N+](=O)[O-])c2)cc(C)c1Cl,-11,-4,0.6,0.0
Cc1ccc(N(CC(=O)NC(C)C)C(=O)CCC(=O)Nc2ccccn2)cc1C,11,-62,-1.3,-0.1
CCOc1cc(-c2nnc(SCC(=O)Nc3ccc(C)c(C)c3)nc2-c2ccc(OC)c(OCC)c2)ccc1OC,-2,-11,-0.5,0.6
Cc1c(C(=O)N2CCN(C)CC2)oc2c3c(ccc12)OCCO3,5,8,-0.5,0.0
CCOC(=O)c1c(NC(=O)COc2cccc(Br)c2)sc2c1CCCC2,10,-12,-0.9,0.2
